GRP78 ERSR act = inducers of ER stress response in human glioma cells; AID 602332; hit rate 0.02% among 420,000; Potency, µM, without a hit: at the top dose activation, most hits filed as activators; U87-MG GRP78 promoter luciferase reporter, 16 h; further: potency means the concentration at half of the fitted maximal effect; series mostly up to about 76 µM; % of control where 0% means no effect; nearly all actives have a fitted effect of over 35% in size
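ERSR induction read as luciferase luminescence (Bright-Glo, 10 min at room temperature) in stably transfected human U87-MG glioma cells exposed to compounds for 16 h, using GRP78 as sensor.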
Apoferritin bind = candidate novel general anesthetic via apoferritin binding. P02791. apoferritin/1-aminoanthracene competitive binding, fluorescence. Potency, µM (highest dose often 77.5 µM), for inactives: top-dose activity change, negative = displacement, most hits filed as inhibitors. hit rate 0.074% among 350,000; further: potency means the concentration at half of the fitted maximal effect; on the % scale 0 is the no-effect control and ±100 the full control effect; nearly all actives have a fitted effect of over 20% in size
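Horse-spleen apoferritin (10 uM) was mixed with 50% saturated 1-aminoanthracene in PBS, exposed to compounds for 10 min at room temperature, and read for fluorescence (ex 380 nm, em 535 nm). Competitive displacement was fitted with a four-parameter Hill equation.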
Pol eta inh = inhibitors of human DNA polymerase eta; recombinant Pol eta, fluorescent DNA replication assay; Potency, µM (doses to about 114 µM), for the others: at the highest dose activity change, negative = inhibition, hits mostly inhibitors; Q9Y253; hit rate 1.2% among 390,000; AID 588591; further: potency means the concentration at half of the fitted maximal effect; on the % scale 0 is the no-effect control and ±100 the full control effect
Target sequence (Q9Y253 whole entry, looked up): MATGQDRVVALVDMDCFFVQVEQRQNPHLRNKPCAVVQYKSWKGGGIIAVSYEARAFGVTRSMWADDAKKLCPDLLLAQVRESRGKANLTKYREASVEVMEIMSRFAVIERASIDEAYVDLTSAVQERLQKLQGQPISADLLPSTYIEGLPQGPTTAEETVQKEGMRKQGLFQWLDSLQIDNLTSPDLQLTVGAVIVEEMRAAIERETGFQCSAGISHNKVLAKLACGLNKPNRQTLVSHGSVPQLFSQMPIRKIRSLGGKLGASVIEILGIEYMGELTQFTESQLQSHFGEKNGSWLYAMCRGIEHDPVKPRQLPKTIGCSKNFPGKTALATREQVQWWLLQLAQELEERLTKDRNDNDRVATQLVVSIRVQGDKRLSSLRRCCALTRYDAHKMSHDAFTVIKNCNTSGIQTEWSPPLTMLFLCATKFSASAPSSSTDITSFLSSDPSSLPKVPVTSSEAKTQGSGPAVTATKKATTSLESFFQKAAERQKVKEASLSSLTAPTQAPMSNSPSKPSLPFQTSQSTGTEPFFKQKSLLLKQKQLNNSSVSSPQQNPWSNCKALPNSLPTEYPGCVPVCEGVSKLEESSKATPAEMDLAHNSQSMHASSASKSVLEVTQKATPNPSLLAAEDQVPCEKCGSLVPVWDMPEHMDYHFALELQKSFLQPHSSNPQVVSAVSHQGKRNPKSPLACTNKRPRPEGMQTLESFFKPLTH
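Fluorescent replication assay: 50 nM final substrate added after a 15 min room-temperature compound preincubation with 10 nM enzyme. Signal taken at 0 min and again at 10 min.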
Pol kappa inh = blocks human DNA polymerase kappa activity. Potency, µM (series often up to 107 µM), for the others: at the highest dose activity, negative = inhibition, actives largely listed as inhibitors. Q9UBT6. AID 588579. hit rate 0.53% among 400,000. purified Pol kappa, fluorescent DNA synthesis assay, 10 min; further: potency means the concentration at half of the fitted maximal effect; on the % scale 0 is the no-effect control and ±100 the full control effect
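Fluorescent qHTS in 1536-well format: enzyme (10 nM) and compound sat 15 min at room temperature before 50 nM substrate (final) was added. Signal taken at 0 and 10 min; no-enzyme buffer wells were negative controls.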
LDHA block = blocks human lactate dehydrogenase A | P00338 | purified LDHA, NADH/diaphorase-resazurin fluorescence; active compounds read low | activity change, % (values are at about 110 or 230 µM) | hit rate 0.15% among 480,000; in the data active means activity change below about -30%; inconclusive means mostly about -25% to -30%;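 further: plate controls were DMSO wells for no effect and wells without enzyme for full effect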
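Human LDH5 at 2 nM final in Tris HCl pH 7.4 with 0.06 mM NADH and 0.2 mM pyruvate, reacted 5 minutes at room temperature. Remaining NADH coupled via diaphorase/resazurin; resorufin fluorescence read at 0 and 20 minutes, normalized to enzyme-free and DMSO wells.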
BLM inh = blocks DNA unwinding by human BLM helicase; recombinant BLM DNA unwinding, fluorescence dequenching; Potency, µM (highest dose often 56.1 µM), for inactives: at the highest dose activity change, negative = inhibition, most hits filed as inhibitors; hit rate 0.2% among 350,000; AID 2528;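 further: potency means the concentration at half of the fitted maximal effect; plate controls were vehicle for no effect and no enzyme for full effect; nearly all actives have a fitted effect of over 35% in size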
Pol iota inh = DNA polymerase iota (human) inhibition; Q9UNA4; Pol iota fluorescent replication assay, 10 min; Potency, µM (highest dose often 115 µM), without a hit: at the top dose activity, negative = inhibition, most hits filed as inhibitors; hit rate 1% among 390,000; AID 588590; further: potency means the concentration at half of the fitted maximal effect
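Fluorescent replication assay read twice, at 0 min and 10 min after adding 50 nM (final) substrate. Enzyme (10 nM) and compounds were first incubated 15 min at room temperature; enzyme-free buffer wells were negative controls.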
APE1 inh = inhibitors of human APE1 endonuclease | AID 2517 | Potency, µM (highest dose often 65.8 µM), inactives show at the highest dose activity change, negative = inhibition, most hits filed as inhibitors | P27695 | hit rate 0.35% among 350,000 | recombinant APE1, TAMRA/BHQ-2 abasic DNA cleavage fluorescence;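 further: potency means the concentration at half of the fitted maximal effect; plate controls were vehicle for no effect and reference inhibitor for full effect; nearly all actives have a fitted effect of over 55% in size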
Target sequence (P27695 whole entry, looked up): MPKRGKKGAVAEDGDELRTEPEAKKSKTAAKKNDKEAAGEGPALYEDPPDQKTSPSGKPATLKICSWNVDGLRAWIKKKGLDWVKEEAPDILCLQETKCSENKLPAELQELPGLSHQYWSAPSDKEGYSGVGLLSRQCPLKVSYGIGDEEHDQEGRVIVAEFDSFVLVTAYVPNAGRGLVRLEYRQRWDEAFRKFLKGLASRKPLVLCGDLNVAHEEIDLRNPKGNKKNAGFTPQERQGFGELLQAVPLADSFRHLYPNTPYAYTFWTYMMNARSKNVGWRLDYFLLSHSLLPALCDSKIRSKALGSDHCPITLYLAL
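Incision of a quenched TAMRA/BHQ-2 THF abasic-site duplex (50 nM) by 0.75 nM APE1, after 15 min compound preincubation, measured as fluorescence increase over three 60 s reads. Values normalized to buffer, DMSO and NSC13755 control wells.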
Pol beta inh = blocks human DNA polymerase beta activity. P06746. Pol beta primer extension/strand displacement, fluorescence kinetic. Potency, µM (titrated, usually from 114 µM), without a hit: at the top dose activity change, negative = inhibition, hits mostly inhibitors. hit rate 1.3% among 340,000; further: potency means the concentration at half of the fitted maximal effect; on the % scale 0 is the no-effect control and ±100 the full control effect
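Pol beta (10 nM) was preincubated with compound for 15 min at room temperature. The reaction was then started with 50 nM substrate and read immediately and after a further 10 min at room temperature.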
* hit, by the source's call; ? = inconclusive; . = not tested or not shown; & = joins results of further samples; [ ] = another dose, or the depositor's remark. Unless noted, the call rests on the fitted dose curve; in most records, active means well fitted curve in the direction sought with a large enough effect; inconclusive means small, poorly fitted or top-dose-only effect, or another doubt; inactive means no such curve, though single readings can be large; an effect the other way counts as inactive or inconclusive. Some of the compounds tested (hit frequency here may not be typical).

# | SMILES | GRP78 ERSR act | Apoferritin bind | Pol eta inh | Pol kappa inh | LDHA block | BLM inh | Pol iota inh | APE1 inh | Pol beta inh
1 | COc1cc(OC)cc(C(=O)NNC(=O)CCNC(=O)c2ccc(Br)cc2)c1 | -3.3% | . | -5.7% | 5.1% | -1.8 | . | -9.0% | 13.0% | .
2 | O=C(Oc1ccc(/C=N/O)cc1)c1ccccc1 | -1.7% | -22.0% | -10.4% | -7.0% | -6.7 | -2.9% | 13.4% | 2.1% | 32.2%
3 | O=C(NC1CCCCC1)C(c1cccnc1)N(C(=O)CCl)c1ccc(F)cc1 (configuration not stated) | -13.7% | 1.1% | 10.3% | -0.8% | -7.5 | -1.4% | 13.0% | 6.3% | 10.4%
4 | COCCNC(=S)NC12CC3CC(CC(C3)C1)C2 | -2.7% | ? | 1.2% | -0.4% | -0.1 | 0.2% | 28.3% | -0.9% | 6.0%
5 | COc1ccc(OC)c(NC(=O)C2C3CCC(O3)C2C(=O)O)c1 (configuration not stated) | . | -11.8% | . | . | . | -0.7% | . | -5.7% | 5.8%
6 | Cc1ccc(S(=O)(=O)C2(C(=O)Nc3ccc4c(c3)OCO4)CC2)cc1 | -4.3% | -0.8% | -12.4% | -1.3% | 1.6 | -0.8% | 16.9% | ? | ?
7 | CCc1ccc(CN2C(=O)c3ccccc3C2C(=O)NC(C)CC)cc1 (configuration not stated) | -1.4% | -1.6% | 13.8% | -12.4% | -1.8 | -2.7% | 6.8% | -13.0% | 34.8%
8 | COc1cccc(CNc2cccc(C(F)(F)F)c2)c1O | 4.0% | ? | -24.0% | -4.9% | 2.9 | -5.8% | -9.2% | -6.0% | -19.0%
9 | O=C(Nc1cccc(O)c1)c1cc2nc(-c3ccccc3)cc(-c3ccccc3)n2n1 | -1.3% | 110.8%[activator] | -6.1% | -9.7% | -2.2 | 2.5% | -8.9% | 7.1% | -7.3%
10 | CC(C)CN(C(=O)c1nn(C)c(=O)c2ccccc12)c1nc2ccccc2s1 | 1.8% | ? | -4.1% | -6.8% | 7.9&-2.7 | -4.4% | 4.6% | -2.0% | 4.8%

3 of the entries above in order of their number in Pol iota inh, rising:
nr	molecule	GRP78 ERSR act	Apoferritin bind	Pol eta inh	Pol kappa inh	BLM inh	Pol iota inh	Pol beta inh
9	O=C(Nc1cccc(O)c1)c1cc2nc(-c3ccccc3)cc(-c3ccccc3)n2n1	-1.3%	110.8%[activator]	-6.1%	-9.7%	2.5%	-8.9%	-7.3%
7	CCc1ccc(CN2C(=O)c3ccccc3C2C(=O)NC(C)CC)cc1 (configuration not stated)	-1.4%	-1.6%	13.8%	-12.4%	-2.7%	6.8%	34.8%
4	COCCNC(=S)NC12CC3CC(CC(C3)C1)C2	-2.7%	?	1.2%	-0.4%	0.2%	28.3%	6.0%

Remaining list, next part:
# | SMILES | GRP78 ERSR act | Apoferritin bind | Pol eta inh | Pol kappa inh | LDHA block | BLM inh | Pol iota inh | APE1 inh | Pol beta inh
11 | CS(=O)(=O)N1CCC2(CC1)CN(c1cccc(-c3ccccc3)c1)C2 | 2.8% | . | . | -16.9%[60.1 µM] | . | -15.1% | . | 6.7% | .
12 | CC1=CC(=O)C(C(C)=Nc2ccccc2Cl)C(=O)O1 (configuration not stated) | -1.8% | 0.1% | -8.4% | -15.5% | -7.6 | -3.7% | 22.5% | 2.1% | -3.8%
13 | COc1cnc(-c2ccccc2)nc1Oc1ccccc1C | -6.9% | -13.4% | -24.2% | -22.8% | 0.9 | -11.8% | 9.4% | -5.8% | -0.2%
14 | COc1ccc(S(=O)(=O)Nc2cccc3ccc(O)cc23)cc1 | -5.0% | . | -21.1% | -1.7% | 2.6 | . | 189.6%[activator] | . | .
15 | CS(=O)(=O)c1cnc(-c2ccccc2)nc1-c1ccc(Cl)c(Cl)c1 | -3.5% | -7.1% | -7.0% | 7.5% | -3.8 | -8.9% | 25.8% | 2.3% | 8.2%
16 | c1ccc(C(c2ccccc2)c2nc(-c3cccnc3)no2)cc1 | -0.5% | ? | -21.5% | ? | 2.5 | -7.1% | 14.3% | -5.3% | -1.5%
17 | Cc1ccc(-c2cc(NC(=O)COc3ccc(Cl)cc3C)on2)cc1 | -1.6% | 7.4% | -0.4% | 0.2% | -4.2 | 2.2% | ? | . | 10.6%
18 | CC(C)c1ccccc1NC(=O)CSc1n[nH]c(=O)n1C1CC1 | 2.8% | . | -21.8% | -3.5% | -2.2 | . | 13.6% | 23.8% | .
19 | CC(C)(C)C#CCn1c(/C=[N+](\[O-])C2CCCCC2)nc2ccccc21 | -3.1% | -17.8% | -12.0% | -7.0% | 4.6 | -2.1% | 19.1% | -9.0% | 38.4%
20 | CC[C@H](C)[C@H](NC(=O)[C@H](CC(=O)O)NC(=O)[C@H](CC(C)C)NC(=O)[C@H](NC(C)=O)C(c1ccccc1)c1ccccc1)C(=O)N[C@H](C(=O)N[C@@H](Cc1c[nH]c2ccccc12)C(=O)O)[C@@H](C)CC | -7.4% | 6.6% | . | 11.0%[60.1 µM] | . | -2.3% | . | -3.2% | .
21 | Cc1ccc2c(c1)c1c(n2C)C(=O)CCC1 | 0.9% | 2.7% | -5.5% | -4.7% | -0.4 | -9.2% | 8.2% | -2.6% | 18.4%
22 | O=C(NCCn1cccn1)c1ccc(OC2CCN(CCc3ccccc3)CC2)cc1 | 5.8% | -4.6% | -12.3% | 15.6% | -3.8 | -0.7% | -18.7% | -0.2% | 15.5%
23 | CC1(C)Cc2c(sc(NC(=O)C(=O)N3CCOCC3)c2C(N)=O)CO1 | -3.5% | -3.3% | -6.9% | 20.3% | 3.2 | 0.1% | 30.1%[activator] | 68.6%[activator] | 0.8%
24 | COc1ccc(Br)cc1[C@@H]1Nc2ccc(C(=O)O)cc2[C@@H]2C=CC[C@@H]21 | -2.7% | 4.2% | 79.4µM* | 35.5µM* | 2.2 | -4.4% | 25.1µM* | . | -21.9%
25 | Cc1cccc(OCC(=O)N(Cc2ccc(N(C)C)cc2)Cc2ccco2)c1C | . | 108.7%[activator] | . | -2.7% | -3.1 | -19.7% | -26.9% | . | -3.2%
26 | Fc1cccc(Cc2noc(CN3CCN(c4cnccn4)CC3)n2)c1 | -1.5% | -7.4% | -16.3% | -10.0% | -11.8 | -2.4% | -14.7% | -2.1% | 26.4%
27 | O=C(CCCn1c(=S)[nH]c2ccc(Br)cc2c1=O)N1CCN(c2ccccn2)CC1 | -0.9% | -18.7% | -7.9% | 0.0% | -7.8 | -2.1% | -4.1% | 2.8% | 14.1%
28 | Cc1ccccc1N1CCN(S(=O)(=O)c2nnc(NC(=O)c3ccc(F)cc3)s2)CC1 | -4.9% | -6.3% | -18.5% | -3.2% | -0.2 | -0.8% | -15.4% | 37.4% | -0.5%
29 | CCO[C@@H]1OC(C(=O)N2CCOCC2)=C[C@H](c2coc3ccccc3c2=O)[C@H]1CCCO | -1.1% | 4.0% | -11.3% | -12.2% | -0.3 | -1.1% | 11.5% | 1.7% | 1.6%
30 | O=c1nc2ccccc2c2n1C[C@H](CN1CCN(c3ccccc3)CC1)N2 | -2.8% | . | . | -5.0%[19.4 µM] | . | -6.6% | . | -6.8% | .
31 | CCOCCCNCc1ccc(OCc2ccccc2Cl)cc1 | -6.3% | ? | -18.6% | -3.8% | -1.4 | -7.8% | 14.6% | 1.4% | 16.8%
32 | O=C(O)CCc1nnc(SCC(=O)Nc2cccc(C(F)(F)F)c2)[nH]c1=O | -6.3% | -3.2% | -13.7% | 2.3% | -7.9 | -1.2% | 61.2%[activator] | 0.1% | 19.4%
33 | CCn1c(=O)n(CC)c2cc(N3CCCC3)c(NC(=O)c3ccc(OC)c(Br)c3)cc21 | -11.8% | 4.0% | -11.8% | -4.0% | 10.5 | -4.7% | -20.7% | ? | 1.2%
34 | O=C(CCc1ccccc1)OCC(=O)c1cccc([N+](=O)[O-])c1 | -3.2% | -20.8% | -2.2% | -22.2% | 0.9 | -0.1% | 125.6%[activator] | -4.1% | 0.2%
35 | Cc1cc(OCC(=O)N2CCN(c3ccccn3)CC2)c(C)cc1Br | -5.0% | -9.5% | -10.9% | -9.2% | -2.2 | -4.7% | -21.3% | 23.8% | 32.2%
36 | COc1ccc(S(=O)(=O)N2CCCC2C(=O)NCc2cccs2)cc1 (configuration not stated) | -3.7% | -9.5% | 3.1% | -3.5% | 3.8 | 0.0% | 27.4% | -1.8% | -25.2%
37 | Cc1ccc(S(=O)(=O)N2CCN(S(=O)(=O)N3CCOCC3)CC2)c(C)c1 | -3.3% | 0.4% | -11.9% | -9.5% | -9.5 | -2.1% | -12.1% | 15.6% | 6.4%
38 | OC(CSc1ccc(F)cc1)CN1CCN(c2ccccc2)CC1 (configuration not stated) | -4.4% | -5.3% | -11.1% | -18.1% | -8.9 | -1.8% | 48.5%[activator] | -5.0% | -19.6%
39 | CCOc1ccc(NS(=O)(=O)c2cc(C(=O)N3CCN(c4ccccc4O)CC3)ccc2Cl)cc1 | -3.3% | . | -11.6% | -7.3% | -2.0 | . | 7.0% | -5.6% | .
40 | CCCCOC(=O)CCc1n[nH]c(=O)[nH]c1=O | -3.9% | -11.4% | -3.4% | -10.9% | -5.2 | 2.8% | 11.9% | -0.4% | 21.1%
41 | C#CCOCCOCCOCCNc1nc(N2CCN(C(=O)[C@H]([C@@H](C)CC)n3cc(CCCN=C(N)N)nn3)CC2)nc(N2CCN(C(=O)[C@H](CCCCN)n3cc(CC(C)O)nn3)CC2)n1 (some centres not stated) | -1.1% | . | -17.0% | 0.9% | 0.9 | . | ? | 33.4% | .
42 | Clc1cccc(-c2nc(NCC3CCCO3)c3ccccc3n2)c1 (configuration not stated) | -1.2% | -14.9% | -23.9% | -16.6% | -3.3 | -11.3% | 86.3%[activator] | 1.9% | 11.5%
43 | Cn1c(-c2cc3c(C(F)(F)F)nn(C)c3s2)n[nH]c1=S | -2.4% | -9.5% | -12.0% | -1.8% | -1.9 | 1.0% | 11.9% | 2.2% | -25.9%
44 | O=C(CNC(=S)N(CCCN1CCOCC1)Cc1cccs1)NC1CCCCC1 | -3.0% | -9.7% | -16.2% | 9.2% | 0.9 | -5.3% | 0.6% | 1.2% | 22.2%
